Compound activity (PubChem BioAssay)
m5-HT2A agonist: agonists of mouse serotonin 5-HT2A receptor (HTR2A) | P35363 | CHO-K1 mHTR2A beta-arrestin complementation, luminescence; percent of 30 µM serotonin response | activation, % at 7.6 µM | 0.66% of 360,000 active;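 active means activation above a run cutoff, the mean activation of all tested compounds plus 3 SD, cut at about 14% in these data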;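 further: 0% = plate median of compound wells and 100% = 30 µM serotonin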
Shn3 inh set2: inhibitors of Schnurri-3 3'UTR reporter in osteoblasts. 0.52% of 360,000 active. AID 588674. Clone20 osteoblast Shn3 3'UTR firefly luciferase, 24 h. inhibition, % at 12.5 µM;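 active means mean inhibition of at least 75% with every replicate also reaching 75%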;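 further: 0% = median of neutral control wells and 100% = pilot-screen positive control compound; some compounds past the cut are filed as inactive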
PDI turbidity: inhibitors of human protein disulfide isomerase; inhibition, % at 10 µM; P07237; PDI insulin aggregation turbidity, A650, 90 min; AID 588391; 0.052% of 350,000 active;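 active means mean inhibition across replicates of 30% or more, whatever share of single replicates reach that level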;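 further: absorbance from insulin aggregation driven by PDI reduction with DTT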
Target sequence (P07237 whole entry, looked up): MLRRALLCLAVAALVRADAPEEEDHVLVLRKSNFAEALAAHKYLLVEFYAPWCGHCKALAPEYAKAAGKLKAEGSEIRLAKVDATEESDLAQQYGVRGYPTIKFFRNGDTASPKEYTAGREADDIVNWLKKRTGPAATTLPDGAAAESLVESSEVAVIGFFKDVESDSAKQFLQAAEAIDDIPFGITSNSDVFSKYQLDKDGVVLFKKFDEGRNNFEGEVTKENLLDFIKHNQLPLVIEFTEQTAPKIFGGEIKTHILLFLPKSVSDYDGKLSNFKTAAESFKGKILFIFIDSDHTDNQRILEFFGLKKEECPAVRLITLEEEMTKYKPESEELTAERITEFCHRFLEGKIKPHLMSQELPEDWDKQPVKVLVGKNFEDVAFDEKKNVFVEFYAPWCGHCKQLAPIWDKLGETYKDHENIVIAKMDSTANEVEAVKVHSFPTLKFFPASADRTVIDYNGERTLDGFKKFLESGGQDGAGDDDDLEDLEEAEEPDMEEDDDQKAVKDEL
CaV13 FRET inh: Primary screen for inhibitors of IQ motif and Ca2+-dependent inactivation inhibitor domain binding in CACNA1D, Förster resonance energy transfer in living cells, …. inhibition, % at 12.3 µM. HEK cells, CFP/YFP FRET ICDI-IQ, plate reader, 10 min; percent FRET-ratio fall versus neutral wells. 0.098% of 340,000 active;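 active means mean replicate inhibition of at least 30% and at least 1% of replicates passing that level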;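 further: 0% = median of the neutral control wells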
MITF TRPM1 inh: MITF TRPM1 promoter inhibition in SK-MEL-5 cells | SK-MEL-5 TRPM1 promoter luciferase, 24 h | inhibition, % at 12.5 µM | 0.83% of 330,000 active | AID 488899;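 active means mean inhibition across replicates of 60% or more, whatever share of single replicates reaches that level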; further: values of inactives mirror those of a sister screen read the other way
iPSC survival up: enhancers of human iPSC single-cell survival; hiPSC single-cell survival, ATPlite luminescence; 100% = ROCK inhibitor wells, 0% = DMSO; survival enhancement, % at 20 µM; 0.044% of 360,000 active; AID 602274; in the data active means survival enhancement above about 18%;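 further: cells exposed to compounds for 16 hours before the ATP read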
HIF-2a inh: HIF-2a inhibition; 786-0 RCC cells HIF-2a reporter, luciferase luminescence, overnight; inhibition, % at 18.8 µM; 0.72% of 360,000 active; AID 624352;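 active means inhibition of the luminescence signal of 40% or more relative to plate controls, in a single-dose primary screen at 18.75 µM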
Cardio protect: modulators protecting cardiomyocytes from myocardial damage; AID 588492; H9c2 cardiomyocytes, H2O2 injury protection, ATPLite, 2 h; 0.63% of 360,000 active; protection from H2O2 cell death, % at 20 µM;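 active means compounds giving at least 50% protection of heart cells from peroxide-induced death in the single-dose screen, raw or plate-pattern-corrected value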;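 further: 0% = DMSO wells with peroxide and 100% = DMSO wells without peroxide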
Peg3 prom inh: Peg3 promoter activity inhibition; AID 588405; HeLa PEG-Prom luciferase reporter, luminescence, overnight; 1.7% of 360,000 active; inhibition, % at 20 µM;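 active means inhibition of at least 50% at 20 µM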
NR2E3 ag-1: human photoreceptor-specific nuclear receptor agonism; Q9Y5X4; CHO-S Gal4-NCOR/VP16-NR2E3 two-hybrid, luciferase; inhibition of corepressor binding, % at 3.98 µM; 0.35% of 360,000 active; AID 602229;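 active means inhibition above the mean of all tested compounds plus 3 SD, cut at about 70% in these data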;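 further: 0% = DMSO with NR2E3 transfected cells and 100% = cells lacking NR2E3 construct; higher means lower luciferase signal from less NR2E3 corepressor binding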
Target sequence (Q9Y5X4 whole entry, looked up, the tested form may be a part): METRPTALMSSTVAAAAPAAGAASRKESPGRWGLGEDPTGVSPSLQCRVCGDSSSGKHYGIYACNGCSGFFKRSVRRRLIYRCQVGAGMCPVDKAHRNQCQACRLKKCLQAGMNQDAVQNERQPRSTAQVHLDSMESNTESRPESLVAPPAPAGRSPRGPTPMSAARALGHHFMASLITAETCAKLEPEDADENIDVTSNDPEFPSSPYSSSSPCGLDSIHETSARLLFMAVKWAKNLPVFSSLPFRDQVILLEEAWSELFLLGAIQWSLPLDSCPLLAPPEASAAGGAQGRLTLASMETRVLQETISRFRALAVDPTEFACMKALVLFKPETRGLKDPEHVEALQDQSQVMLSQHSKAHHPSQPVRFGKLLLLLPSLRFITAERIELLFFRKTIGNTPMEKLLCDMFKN
NR2E3 ag-2: activates human photoreceptor nuclear receptor NR2E3; Q9Y5X4; GST-NR2E3/biotin-RetCOR TR-FRET, 1536-well; inhibition of corepressor binding, % at 4.78 µM; 0.12% of 320,000 active; AID 2300;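 active means percent inhibition above the cutoff of mean plus 3 SD of all tested compounds, set per screening campaign, cut at about 20% in these data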;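 further: 0% = DMSO wells and 100% = biotin wells as full block of FRET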
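system = GST-tagged NR2E3 plus biotinylated RetCOR corepressor | input = 1.35 nM GST-NR2E3 | also added = 7 nM biotin-RetCOR | schedule = 5 h incubation at 4 °C | measured by = TR-FRET with europium anti-GST and streptavidin-D2, 340 nm excitation | read-out = percent loss of FRET ratio relative to control wells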
Starred values were filed as active, the others as inactive; x = no result given.

Fields – Cardio protect	MITF TRPM1 inh	HIF-2a inh	NR2E3 ag-1	Peg3 prom inh	m5-HT2A agonist	NR2E3 ag-2	Shn3 inh set2	iPSC survival up	CaV13 FRET inh	PDI turbidity
> CC(C)COc1ccc(C(=O)OCCN2CCOCC2)c(O)c1
  -13	-12	-32	-26	-25	-1	-1	2	-0.6	-1	-5
> COc1ccc(S(=O)(=O)N2CCCCCC2)cc1C(=O)OCC(=O)NC(N)=O
  16	-1	3	-8	8	-4	0	-1	7.1	0	-11
> CC1CN(Cc2nc3c(c(=O)n(C)c(=O)n3C)n2CCc2ccccc2)CC(C)O1 (stereo unspecified)
  -2	3	20	12	-1	6	1	-17	-0.2	-3	2
> O=C(CN1C(=O)COc2ccc(Cl)cc21)Nc1nccs1
  2	6	14	-21	7	-4	1	-44	-1.9	-5	7
> COCCCNC(=O)CCNS(=O)(=O)c1ccc(C)cc1
  4	16	16	29	2	5	2	7	0.5	-10	0
> c1ccc(SCCCCNC2CCCC2)cc1
  6	-9	14	9	6	-3	2	-11	-2.5	-4	-3
> COc1cc(/C=C/C(=O)OCC(=O)Nc2cc(S(=O)(=O)N3CCCC3)ccc2Cl)cc(OC)c1OC
  9	-13	9	-26	-3	3	x	6	2.0	-5	0
> Cc1ccc(NC(C)C(=O)N/N=C/c2ccc([N+](=O)[O-])s2)cc1 (stereo unspecified)
  -11	59	-15	13	21	-1	2	10	-0.3	-5	6
> COc1ccc(CN(C)Cc2cc(=O)oc3cc(C)c(C(C)C)cc23)cc1OC
  -3	23	3	-36	16	3	0	10	1.6	-2	-5
> Cc1ccc(CCNC(=O)CCc2nc3ccccc3[nH]2)cc1
  2	-8	12	-6	7	-5	-1	5	-0.2	-3	-7

(continued)
Fields – Cardio protect	MITF TRPM1 inh	HIF-2a inh	NR2E3 ag-1	Peg3 prom inh	m5-HT2A agonist	NR2E3 ag-2	Shn3 inh set2	iPSC survival up	CaV13 FRET inh	PDI turbidity
> COc1cccc(CNC(=O)C2CCCN(S(=O)(=O)c3c(C)noc3/C=C/N(C)C)C2)c1 (stereo unspecified)
  1	-2	14	-7	10	-11	0	4	0.6	-4	-2
> O=C(Cc1cccs1)N1CCN(c2ccccn2)CC1
  -3	1	8	8	-6	9	-3	-1	-1.7	x	7
> O=C(Cn1nnc2ccccc21)c1ccc([N+](=O)[O-])cc1
  -4	-9	-62	9	-63	6	0	-11	1.3	-2	-2
> O=C(CNC(=O)c1ccco1)OCC(=O)c1ccccc1Cl
  4	3	19	10	11	3	1	-8	4.1	-3	3
> O=C(NC1CCSc2ccccc21)c1cc(S(=O)(=O)N2CCOCC2)ccc1Cl (stereo unspecified)
  -7	2	-10	9	-3	11	-1	7	-0.5	-2	-3
> CC(=O)Nc1cc(-c2cccc(NS(C)(=O)=O)c2)cn2c(-c3ccccc3)cnc12
  9	x	-7	27	-3	-1	x	14	-1.5	-5	-4
> CCOC(=O)c1ccc(NC(=O)CCOc2ccc(OC)cc2)cc1
  -1	-2	7	-4	1	-3	2	17	2.2	-5	-5
> COCCn1c(C)cc(C(=O)COC(=O)c2ccccc2Br)c1C
  -35	81*	48*	79*	78*	-3	0	67	-1.0	-7	-4
> Cc1[nH]c2ccccc2c1/C=C(\C#N)C(=O)NCc1ccccc1
  4	-8	-5	5	18	-9	1	14	-0.3	-3	-4
> CCOc1ccc(NC(=O)C(C)Sc2nnnn2C)cc1 (stereo unspecified)
  4	0	-24	-24	0	-1	-6	-32	-1.6	-8	2

Only PDI turbidity and iPSC survival up, for some of the entries so far:
Molecule | PDI turbidity | iPSC survival up
O=C(Cn1nnc2ccccc21)c1ccc([N+](=O)[O-])cc1 | -2 | 1.3
Cc1ccc(NC(C)C(=O)N/N=C/c2ccc([N+](=O)[O-])s2)cc1 (stereo unspecified) | 6 | -0.3

Continued:
Fields – Cardio protect	MITF TRPM1 inh	HIF-2a inh	NR2E3 ag-1	Peg3 prom inh	m5-HT2A agonist	NR2E3 ag-2	Shn3 inh set2	iPSC survival up	CaV13 FRET inh	PDI turbidity
> CCN(CC)S(=O)(=O)c1ccc(C)c(NS(=O)(=O)c2cc(/C=C/C(=O)O)cc(OC)c2OC)c1
  -2	7	16	-18	16	0	-1	10	-0.3	2	7
> Cn1c(C(=O)NC2CC2)cc2c(=O)n(C)c3ccccc3c21
  35	-12	-63	2	-8	5	0	-42	-0.9	-4	x
> CCOC(=O)Cc1cnc(NC(=O)NC(C(=O)OCC)(c2ccccc2)C(F)(F)F)s1 (stereo unspecified)
  -2	4	18	10	21	-5	0	4	-0.1	-5	-7
> Cc1ccc2nc(SCC(=O)Nc3cccnc3Cl)[nH]c2c1
  8	-5	-13	-41	-8	-1	1	13	0.8	-4	6
> COc1ccc(-c2noc(C(=O)NCc3ccccc3Cl)n2)cc1OC
  -6	6	12	-25	9	1	-2	17	1.2	-3	-2
> CCOc1ccc(NC(=O)CCC(=O)NNC(=O)Nc2cccc(Cl)c2)cc1
  -6	9	2	0	-1	0	3	-11	-2.3	2	6
> CCN(CCS(=O)(=O)c1ccc(Cl)cc1)Cc1nc2ccccc2c(=O)[nH]1
  -4	4	-1	-15	-1	10	x	-68	-0.4	-16	0
> O=C(NC(Cc1c[nH]c2ccccc12)C(=O)Nc1ccc(F)cc1)c1cccs1 (stereo unspecified)
  -4	13	0	0	12	-3	0	5	-1.1	-3	4
> CCOC(=O)CCCNC(=O)CN1C(=O)NC(CCc2ccccc2)C1=O (stereo unspecified)
  6	5	14	-8	2	2	-4	4	0.0	-4	-4
> CCOC(=O)N1CCN(CCC(=O)Nc2ccc(Br)cc2)CC1
  -6	9	11	3	-2	-3	3	23	1.7	-5	-7

New compounds follow:
Fields – Cardio protect	MITF TRPM1 inh	HIF-2a inh	NR2E3 ag-1	Peg3 prom inh	m5-HT2A agonist	NR2E3 ag-2	Shn3 inh set2	iPSC survival up	CaV13 FRET inh	PDI turbidity
> CCc1ccc(C(=O)COC(=O)C(Cc2ccccc2)NC(=O)C2CCC(C)CC2)cc1 (stereo unspecified)
  -14	14	6	-10	28	-2	4	29	1.5	-5	0
> CC(=O)c1cccc(NC(=O)c2sc3nc4n(c(=O)c3c2C)CCCC4)c1
  6	-54	-107	-10	-55	-5	0	-6	0.1	-7	24
> CCOc1cc(NC(=O)c2cccs2)c(OCC)cc1NC(=O)c1ccco1
  -7	-7	13	-45	-5	2	1	10	3.4	x	-3
> Cc1cccc(C)c1NC(=O)CN(C)C(=O)[C@H](C)NC(=O)c1ccco1
  1	0	1	32	7	2	1	1	2.9	-4	-47
> O=[N+]([O-])c1cc(F)c2cccnc2c1O
  15	20	1	29	16	-7	3	-2	-0.5	-18	-10
> COc1ccc(OC)c(NC(=O)CC2C(=O)NCCN2C(=O)c2ccccc2)c1 (stereo unspecified)
  6	-6	5	-10	-10	3	3	-16	1.4	-7	-7
> CN(CC(=O)NCC1CCCCC1)CC(=O)Nc1ccccc1Br
  16	-4	4	30	8	6	1	16	0.0	-3	-5
> C[C@H](NC(=O)Cc1ccccc1)C(=O)N1CCC2(CC1)NCCc1[nH]cnc12
  5	-13	6	-17	2	6	1	8	-0.5	-2	6
> O=C(Nc1ccccc1N1CCN(C(=O)c2ccccc2)CC1)c1ccc(Cl)cc1
  4	18	11	-15	19	1	-3	16	0.6	-3	-3
> CCN(C(=O)CN1CCCCCC1)c1c(N)n(Cc2ccccc2)c(=O)[nH]c1=O
  6	-7	7	25	17	0	x	30	-0.6	-10	-7

Next entries follow:
Fields – Cardio protect	MITF TRPM1 inh	HIF-2a inh	NR2E3 ag-1	Peg3 prom inh	m5-HT2A agonist	NR2E3 ag-2	Shn3 inh set2	iPSC survival up	CaV13 FRET inh	PDI turbidity
> CSCCC(NC(=O)c1cc(C)oc1C)C(=O)O (stereo unspecified)
  -2	-9	-10	-14	10	4	1	-54	-0.8	-5	-6
> O=C(NCc1ccc(F)cc1)c1cc(C2CCCN(C(=O)c3cccs3)C2)on1 (stereo unspecified)
  -9	x	4	16	2	3	x	0	-0.5	-6	1
> COc1cccc(Cn2c(=O)oc3ccccc32)c1
  2	-21	-124	-34	-73	4	0	-23	0.8	-19	-2
> Cc1ccc(CN2C(=O)C(C)Sc3ccc(C#N)cc32)cc1 (stereo unspecified)
  -5	x	24	-14	6	-6	x	3	0.6	-18	-5
> Cc1cc(Cl)ccc1C(O)c1ncc(-c2ccc(C(F)(F)F)cc2)[nH]1 (stereo unspecified)
  -24	x	2	10	37	-4	x	63	-0.8	-9	2
> Cc1ccc(/C=C/C(=O)Nc2nnc(C)s2)o1
  7	-17	-47	-18	-57	7	-4	-18	-1.5	-5	1
> CCc1ccc2oc(C(=O)N3CCN(C)CC3)cc(=O)c2c1
  -2	-3	5	-15	-13	0	-1	9	0.6	-12	6
> Cn1c(/C(C#N)=C/c2cccc(O)c2)nc2ccccc21
  -2	-15	-35	-8	-162	6	4	-54	-0.8	-5	-7
> O=C(c1cccc(N2C(=O)C3CC=CCC3C2=O)c1)N1CCCCCC1 (stereo unspecified)
  0	2	0	-10	8	0	3	-60	2.5	-5	7
> COc1ccc(OC)c(-c2nnc(NC(=O)C(C)Sc3nncn3C)s2)c1 (stereo unspecified)
  11	x	4	-16	-1	-2	-1	-10	0.6	-6	x
> CCc1nnc(NC(=O)c2cc(-c3ccc(C)o3)nc3ccccc23)s1
  7	-1	9	-4	-17	2	5	9	-0.2	-6	-2
> CCc1cc2ccccc2nc1SCC(=O)NC1CCCC1
  -8	15	-1	-14	26	-7	5	-9	1.1	-5	-32
> CCOC(=O)c1cc(C)sc1NC(=S)Nc1ccccc1
  4	0	-4	-20	6	0	-1	0	0.9	x	5

Outcome played no part in choosing rows; about 3.9% have a hit in one of these screens.
